Assay outcomes from PubChem BioAssay.
TRPC4 potent – allosterically enhances the mouse TRPC4 cation channel. Q9QUQ5. HEK293 TRPC4beta/mu-opioid, DAMGO EC20, Fluo-4 Ca2+ flux; stronger effect = higher value. B-score at 10 µM. 310,000 compounds, 0.42% hits. AID 2227;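 active means B-score of calcium response area above 5 SD of library B-scores, with initial fluorescence ratio within 5 SD of library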;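 further: B-score of integrated fluorescence ratio over time as area under calcium response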
HIF activator – HIF pathway transcriptional activation | activation, % at 7.5 µM (by protocol) | 300,000 compounds, 0.32% hits | U2OS HRE-luciferase reporter, luminescence; normalized: DMSO 0%, desferrioxamine 100%;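 active means mean activation of at least 10% of the iron chelator positive control signal, with at least half of replicates also reaching 10%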
PolyA inh – inhibitors of polyadenylation in S. cerevisiae. 300,000 compounds, 0.02% hits. AID 1875. calls only at 12 µM. S. cerevisiae SKY197-pL101 polyadenylation reporter, beta-gal luminescence; efflux-impaired pdr1/pdr3 knockout yeast; score 100 = 6 SD above DMSO;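 active means lowest replicate activity score at least 50, where 100 means six control SD above control mean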;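 further: yeast exposed to compound for 9 h at 30 °C; higher score means more reporter readthrough which indicates perturbed polyadenylation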
MrgX1 ag – human MrgX1 receptor agonism, primary screen; Q96LB2; MrgX1-HEK293 cells, Fluo-4 calcium fluorescence, agonist mode; stronger effect = higher value; B-score at 10 µM; 310,000 compounds, 0.44% hits;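 active means calcium response B-score plate-corrected fluorescence ratio at least 3 library SD, with starting fluorescence B-score inside 5 SD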
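Test system: Stable human MrgX1 HEK293 cell line | Schedule: Overnight plating before 1 h dye loading | Read-out basis: Baseline-normalised fluorescence change ratio, B-scored | Detection: Kinetic calcium dye fluorescence, Fluo-4 NW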
MrgX1 antagonist – human MrgX1 receptor antagonism, primary screen; Q96LB2; MRGX1-HEK293 calcium flux, Fluo-4, BAM8-22 antagonism; stronger effect = lower value; B-score at 10 µM; 310,000 compounds, 1.3% hits; AID 588676;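 active means calcium-response B-score plate-corrected more than 3 library SD below zero, starting fluorescence within 5 deviations, no agonist response on first addition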;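 further: peak minus trough fluorescence over baseline after final BAM8-22 challenge near maximal dose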
TRPC6 inhibitor – inhibitors of mouse TRPC6 channel | Q61143 | HEK293-TRPC6, membrane potential dye, ACh-evoked depolarization; stronger effect = lower value | B-score at 10 µM | 310,000 compounds, 1.1% hits;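 active means B-score under library mean minus 3 SD, initial fluorescence not abnormally high, positive integrated signal ratio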;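 further: B-score derived from integrated fluorescence ratio over the kinetic read; more negative B-score means stronger inhibition of depolarization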
Target sequence (Q61143 whole entry, looked up): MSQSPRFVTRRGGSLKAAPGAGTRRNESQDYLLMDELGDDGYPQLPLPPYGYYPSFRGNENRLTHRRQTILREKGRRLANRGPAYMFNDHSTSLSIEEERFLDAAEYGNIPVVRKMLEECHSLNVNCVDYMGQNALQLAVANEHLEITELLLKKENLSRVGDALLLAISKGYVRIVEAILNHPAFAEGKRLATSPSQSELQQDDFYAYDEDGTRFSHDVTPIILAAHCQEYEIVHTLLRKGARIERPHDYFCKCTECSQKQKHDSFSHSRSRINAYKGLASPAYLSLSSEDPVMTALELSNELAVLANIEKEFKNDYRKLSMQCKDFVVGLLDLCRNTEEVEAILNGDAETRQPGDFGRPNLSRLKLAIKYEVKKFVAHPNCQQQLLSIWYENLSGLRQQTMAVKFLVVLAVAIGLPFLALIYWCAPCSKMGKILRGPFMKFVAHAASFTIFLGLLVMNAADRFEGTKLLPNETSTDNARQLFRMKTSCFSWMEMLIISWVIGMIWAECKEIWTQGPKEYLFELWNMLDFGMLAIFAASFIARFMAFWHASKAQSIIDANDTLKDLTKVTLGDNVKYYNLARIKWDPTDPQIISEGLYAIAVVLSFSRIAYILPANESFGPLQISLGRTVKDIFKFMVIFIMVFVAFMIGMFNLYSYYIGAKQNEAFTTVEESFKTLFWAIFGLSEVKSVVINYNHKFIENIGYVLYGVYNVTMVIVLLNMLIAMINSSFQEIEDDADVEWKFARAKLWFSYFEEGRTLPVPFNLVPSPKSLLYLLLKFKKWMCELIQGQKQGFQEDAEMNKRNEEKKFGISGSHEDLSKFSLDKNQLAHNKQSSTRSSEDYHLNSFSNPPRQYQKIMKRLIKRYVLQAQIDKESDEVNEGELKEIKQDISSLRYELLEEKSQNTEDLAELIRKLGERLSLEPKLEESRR
TRPC6 act – mouse TRPC6 channel activation. 310,000 compounds, 0.13% hits. B-score at 10 µM. AID 2550. HEK293-TRPC6 membrane potential dye fluorescence; stronger effect = higher value. Q61143;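 active means B-score of the integrated fluorescence ratio above library mean plus 3 SD, and starting fluorescence ratio within library mean plus 5 SD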;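 further: higher score means more depolarization so channel activation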
MrgX1 PAM – allosterically activates human MrgX1 receptor signaling | 310,000 compounds, 0.63% hits | MrgX1-HEK293, Fluo-4 calcium flux, FDSS; stronger effect = higher value | B-score at 10 µM | AID 588675;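 active means plate-corrected calcium response at least 3 library SD above typical, normal starting fluorescence, not activating the receptor alone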;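 further: compound read alongside a low EC10 to EC30 dose of BAM8-22 agonist; peak minus trough fluorescence over baseline measured at the second addition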
TRPC4 act – activators of mouse TRPC4 channel | B-score at 10 µM | 310,000 compounds, 0.49% hits | Q9QUQ5 | HEK293 TRPC4beta/mu-opioid, Fluo4 calcium fluorescence; stronger effect = higher value;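 active means B-score above 5 SD of library B-scores, and initial fluorescence ratio not above library mean plus 5 SD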;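 further: positive B-score marks a calcium rise read as TRPC4 activation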
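Assay system: HEK293 cells stably co-expressing mouse TRPC4beta and mu-opioid receptor / Timing: Fluo4 dye loading 45 min at room temperature, 110 s recording / Signal: Fluo4 calcium-sensitive dye fluorescence, kinetic, 1 Hz baseline / Read-out: integrated baseline-normalised fluorescence ratio, converted to per-well B score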
AI-2 QS modul – modulators of Vibrio harveyi AI-2 quorum sensing system. Vibrio harveyi JMH597 AI-2 luminescence/OD600 ratio, 9 h; stronger effect = lower value; strain lacks LuxN and CqsS sensors; 0 = neutral-control median. activity change, % at 7.5 µM. 300,000 compounds, 0.4% hits; in the data active means activity change below about -75%, passing the limit was not always enough;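 further: luminescence divided by OD600 gain over 9 h not by final OD600 alone; inactives centre near 13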
TRPC4 block – TRPC4 (mouse) channel inhibition; Q9QUQ5; HEK293 TRPC4beta/mu-opioid, DAMGO-evoked Fluo4 calcium flux; stronger effect = lower value; B-score at 10 µM; 300,000 compounds, 0.39% hits;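 active means B-score over 3 SD under the library average, no early fluorescence shift, positive overall ratio signal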
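System: stable TRPC4beta/mu-opioid receptor HEK293 cells; Dosing: single-point compound dosing; Measured by: Fluo4 Ca2+ flux fluorescence; Read-out basis: per-well B score of integrated baseline-normalized Fluo4 ratio.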
Active calls of the source: *; i = inactive; x = no result given. An excerpt; rates above refer to the full screens.

SMILES	TRPC4 potent	HIF activator	PolyA inh	MrgX1 ag	MrgX1 antagonist	TRPC6 inhibitor	TRPC6 act	MrgX1 PAM	TRPC4 act	AI-2 QS modul	TRPC4 block
Nn1c(SCC(=O)Nc2ccc(F)cc2F)nnc1C1CCCCC1	i	0.8	i	i	i	i	i	i	i	9	i
CC(Oc1cccc(NC(=O)c2cccs2)c1)C(=O)c1ccccc1 (stereo not drawn)	i	0.1	i	i	i	i	i	i	i	8	i
O=C1c2ccccc2C(=O)N1CCC(c1ccccc1)c1ccco1 (stereo not drawn)	i	-0.7	i	i	i	i	i	i	i	30	i
Cc1ccc(CNS(=O)(=O)NCc2ccccc2)cc1	i	1.2	i	i	i	i	i	i	i	-8	i
Cc1ccccc1Cn1c2ccccc2c2cnn(CC(=O)NCCCN3CCOCC3)c(=O)c21	i	-0.4	i	i	i	i	i	i	i	9	i
O=S(=O)(Nc1ccc(N2CCCCC2)cc1)c1cccs1	i	0.0	i	i	i	i	i	i	i	51	i
CCOc1c(Nc2ccc(C(C)C)cc2)c(=O)c1=O	i	-0.9	i	i	i	i	i	i	i	9	i
Nc1c(C(=O)O)cnn1-c1ccc([N+](=O)[O-])cc1	i	-0.1	i	i	i	i	i	i	i	21	i
CCN(CC)S(=O)(=O)c1cccc(NC(=O)COC(=O)c2cccs2)c1	i	-0.3	i	i	i	i	i	i	i	19	i
Cc1ccc(C(=O)Nc2sc3c(c2C(=O)O)CCCCC3)o1	i	1.0	i	i	i	i	i	i	i	10	i
O=C(CCNS(=O)(=O)c1ccc(OC(F)(F)F)cc1)N1CCN(S(=O)(=O)c2cccc(F)c2)CC1	i	-1.2	i	i	i	i	i	i	i	25	i
N#Cc1c(N)nc2c3c(sc(=N)c2c1N)NC(=O)CC3c1ccccc1Cl (stereo not drawn)	i	-0.5	i	i	i	i	i	i	i	16	i
Cc1cccc(N2CCN(c3ccc(NC(=O)/C=C(/C(=O)O)c4ccccc4)cc3)CC2)c1	i	0.3	i	i	i	i	i	i	i	15	i
O=C(Cn1nnc(-c2ccccc2F)n1)Nc1ccc2c(c1)OCCO2	i	0.0	i	i	i	i	i	i	i	16	i
COc1ccc(Cc2c(O)nc[nH]c2=O)cc1	i	-0.1	i	i	i	i	i	i	i	20	i
O=C(Nc1nc2ccccc2[nH]1)c1ccccc1O	i	5.6	i	i	i	i	i	i	i	22	i
Cc1cccc(N2CCN(S(=O)(=O)c3c(C)nc4scc(C)n4c3=O)CC2C)c1 (stereo not drawn)	i	0.4	i	i	i	i	i	i	i	5	i
COc1cc(CCCN2C(=O)C(=O)NC[C@H]2Cc2cccc3ccccc23)cc(OC)c1OC	i	0.7	i	i	i	i	i	i	i	22	i
Cc1nc(-n2ncc(C#N)c2N)c2c3c(sc2n1)CCC3	i	0.2	i	i	i	i	i	i	i	10	i
Cn1cccc1-c1cc(C(=O)N/N=C/c2ccc(Cl)cc2)[nH]n1	i	1.2	i	i	i	i	i	i	i	x	i
CCCC12CN(C(=O)c3ccco3)CC(CCC)(CN(C(=O)c3ccco3)C1)C2=O	i	0.6	i	i	i	i	i	i	i	17	i
COC(=O)c1ccccc1OCCCOc1ccc(C)cc1OC	i	-0.9	i	i	i	i	i	i	i	13	i
CCN(CC)S(=O)(=O)c1cc([N+](=O)[O-])ccc1N=Nc1c(O)[nH]c2ccccc12	i	0.3	i	i	i	i	i	i	i	27	i
CCOC(=O)N1CCN(C(=O)COc2ccc(S(=O)(=O)NC3CCCCC3)cc2C)CC1	i	-0.5	i	i	i	i	i	i	i	28	i
Cc1ccc(-n2nnnc2SCC(=O)Nc2sccc2C#N)cc1	i	0.1	i	i	i	i	i	i	i	21	i
Cc1cc(C)c2cc(C#N)c(N3CCCN(C(=S)NCCCN(C)C)CC3)nc2c1	i	0.4	i	i	i	i	i	i	i	-16	i
COc1ccc(S(=O)(=O)N2CCOCC2)cc1NC(=O)COC(=O)C1CC2CCCC(C1)C2=O (stereo not drawn)	i	0.3	i	i	i	i	i	i	i	33	i
COc1ccc(-c2[nH]ncc2CN(C)CC2CCCCO2)cc1F (stereo not drawn)	i	0.3	i	i	i	i	i	i	i	17	i
CCOc1ccccc1NC(=O)CSc1nnc(NC(=O)c2ccco2)s1	i	0.4	i	i	i	i	i	i	i	12	i
CCc1nc(SCC(=O)O)c(C#N)cc1C	i	-0.1	i	i	i	i	i	i	i	23	i
COc1cc([N+](=O)[O-])ccc1-c1ccc(/C=N/NC(=O)c2ccccc2O)o1	i	-0.6	i	x	x	i	i	x	i	23	i
COc1ccc(NC(=O)c2c(-c3ccccc3Cl)noc2C)c(OC)c1	i	-0.3	i	i	i	i	i	i	i	10	i
Cc1cccc2cc(CN(CC3CCCO3)C(=O)c3cccnc3)c3nnnn3c12 (stereo not drawn)	i	-0.8	i	i	i	i	i	i	i	10	i
O=C(NCc1ccccc1)c1noc2c1CCCCC2	i	2.2	i	i	i	i	i	i	i	-54	i
Clc1ccc(NCc2cccnc2)cc1	i	0.1	i	i	i	i	i	i	i	-28	i
COc1ccccc1/C=C/C(=O)NCC(=O)N/N=C(/C)c1ccco1	i	-0.2	i	i	i	i	i	i	i	5	i
C=CCn1c(SCC(=O)Nc2ccc(-c3nc4ccc(C)cc4s3)cc2)nnc1-c1ccncc1	i	1.5	i	i	i	i	i	i	i	-6	i
CCCn1c(SCC(=O)N2CCCCC2)nnc1-c1ccco1	i	-23	i	i	i	i	i	i	i	-1	i
Cc1c(C(=O)OCC(=O)N(C)c2ccccc2)oc2ccccc12	i	1.6	i	i	i	i	i	i	i	7	i
Cc1cccc2[nH]c3c(=O)n(CCN4CCNCC4)cnc3c12	i	0.0	i	i	i	i	i	i	i	29	i
CCCCn1c(=O)[nH]c(=O)c2c1nc(-c1ccc(OCC)cc1)n2CC	i	0.0	i	i	i	i	i	i	i	30	i
CCC1=C2CC[C@H]3C(=O)N(C)C(=O)[C@H]3[C@H]2[C@@]2(Cc3ccccc3)C(=NCC(=O)OC)OC(=O)N2C1=O	i	0.6	i	i	i	i	i	i	i	4	i
CN(C)c1cc(-c2ccccc2)nc(N)n1	i	0.6	i	i	i	-6.5*	i	i	i	-4	i
COC(=O)c1c(C)[nH]c(C)c1C(=O)c1ccccc1Cc1ccccc1	i	-0.2	i	i	i	i	i	i	i	-13	i
COc1ccc(NS(=O)(=O)c2ccc(N3CCOCC3)c(NC(=O)c3ccc(F)cc3)c2)cc1	i	0.8	i	i	i	i	i	i	i	8	i
CCOC(=O)N1CCN(C2=C(NS(=O)(=O)c3ccccc3)C(=O)c3ccccc3C2=O)CC1	i	-0.4	i	i	i	i	i	i	i	14	i
O=C(Nc1ccc(Cl)cc1)C1CCN(C(=O)c2ccco2)CC1	i	0.5	i	i	i	i	i	i	i	19	i
CC(=O)[C@@]12O[C@@H]1C[C@H]1[C@@H]3CC[C@H]4C[C@@H](O)CC[C@]4(C)[C@H]3CC[C@@]12C	i	-0.2	i	i	i	i	i	i	i	9	i
Oc1ccccc1CNc1nc2ccccc2n1CCN1CCCCC1	i	-0.2	i	i	i	i	i	i	i	15	i
COc1cc(O)c(CC=C(C)C)c(O)c1C(=O)CCc1ccc(O)cc1	i	0.3	i	i	i	i	i	i	i	-9	i
COCCNC(=O)c1cc(-c2ccc(Cl)c(Cl)c2)on1	i	0.4	i	i	i	i	i	i	i	9	i
O=C(Nc1ccc(Br)cn1)C1CCCN1S(=O)(=O)c1ccccc1 (stereo not drawn)	i	-0.5	i	i	i	i	i	i	i	16	i
CCOC(=O)COc1cccc2c(=O)n(CC(=O)N3CCCCC3)ccc12	i	0.1	i	i	i	i	i	i	i	-2	i
CCCCN(C(=O)CSc1nnc(-c2ccc(OC)cc2)n1C(C)C)c1c(N)n(Cc2ccccc2)c(=O)[nH]c1=O	i	-0.1	i	i	i	i	i	i	i	19	i
COCCNc1c(-c2ccc(OC)c(OC)c2)nc2ccc(Cl)cn12	i	0.2	i	i	i	i	i	i	i	24	i
COc1ccc(CNC(=S)Nc2ccc(OC)cc2)cc1	i	0.0	i	i	i	i	i	i	i	4	i
Cc1cccc(S(=O)(=O)C(C#N)c2nc3ccccc3nc2N2CCOCC2)c1 (stereo not drawn)	i	0.2	i	i	i	i	i	i	i	34	i
O=C(Nc1ccccc1)Nc1ccc(Br)c(Cl)c1	i	3.1	i	i	i	i	i	i	i	11	i
Cc1[nH]n(-c2ccccc2)c(=O)c1C(=O)c1ccccc1	i	-0.5	i	i	i	i	i	i	i	3	i
O=C(COc1cccc2ccccc12)N/N=C/c1ccccc1OCc1ccc(C(=O)O)cc1	i	-0.1	i	i	i	i	i	i	i	32	-5*

The results go on:
SMILES	TRPC4 potent	HIF activator	PolyA inh	MrgX1 ag	MrgX1 antagonist	TRPC6 inhibitor	TRPC6 act	MrgX1 PAM	TRPC4 act	AI-2 QS modul	TRPC4 block
C/C=C/C=C/C(=O)N1CC2(CC(c3cccc(NC(=O)CCCCC)c3)=NO2)C[C@H]1C(N)=O (stereo partly drawn)	i	-0.2	i	i	i	i	i	i	i	14	i
NC1=NC(=O)/C(=C\c2ccsc2)S1	i	0.2	i	i	i	i	i	i	i	19	i
Cc1cccc(Nc2nnc(SCC(=O)Nc3ccccc3[N+](=O)[O-])s2)c1C	i	0.4	i	i	i	i	i	i	i	25	i
CCN(CC)C(=O)CSc1nnc(CCNC(=O)OC(C)(C)C)o1	i	0.1	i	i	i	i	i	i	i	23	i
CCCc1nc2c(s1)CCc1onc(-c3ccc(Cl)cc3)c1-2	i	0.3	i	i	i	i	i	i	i	9	i
COc1cccc(-c2cc3c(-n4cccc4)ncnc3o2)c1	i	1.0	i	i	i	i	i	i	i	-6	i
CCOC(=O)C1CCN(C(=O)Cn2nc(CC)n3cccc3c2=O)CC1	i	-0.3	i	i	i	i	i	i	i	12	i

2 of the compounds above, bar-delimited:
mol | TRPC4 potent | HIF activator | PolyA inh | MrgX1 ag | MrgX1 antagonist | TRPC6 inhibitor | TRPC6 act | MrgX1 PAM | TRPC4 act | AI-2 QS modul | TRPC4 block
COc1cccc(-c2cc3c(-n4cccc4)ncnc3o2)c1 | i | 1.0 | i | i | i | i | i | i | i | -6 | i
CCOC(=O)C1CCN(C(=O)Cn2nc(CC)n3cccc3c2=O)CC1 | i | -0.3 | i | i | i | i | i | i | i | 12 | i
